From PubChem
DAGLB inh – blocks human DAGLB lipase activity. hit rate 0.059% among 340,000. AID 504411. HEK293T DAGLB membrane lysate, EnzChek fluorogenic substrate. inhibition, % at 5.17 µM. Q8NCG7; in the data active = inhibition above about 34%;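 also: 0% = enzyme with vehicle and 100% = wells lacking enzyme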
OPRM1-OPRD1 inv – inverse agonist of human OPRM1-OPRD1 heterodimerization | P35372+P41143 | cell-based MOR-DOR heterodimer luminescence, inverse agonism | inhibition, % at 9.3 µM | hit rate 0.21% among 340,000; in the data active = inhibition above about 22%, passing the limit was not always enough;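 also: 0% = cells with DMSO and 100% = wells without cells with DMSO; values of inactives mirror those of a sister screen read the other way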
HTR5A inv ag – HTR5A inverse agonism, opioid heterodimer counter-screen | inhibition, % at 9.3 µM | hit rate 0.083% among 340,000 | HTR5A cell line, luminescence; in the data active = inhibition mostly above about 23%, no sharp cut-off; inactive = mostly below about 18%;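 also: 0% = cells with DMSO and 100% = no-cell wells with DMSO; some compounds called inactive have numbers as strong as hits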
Target sequence (P47898 whole entry, looked up): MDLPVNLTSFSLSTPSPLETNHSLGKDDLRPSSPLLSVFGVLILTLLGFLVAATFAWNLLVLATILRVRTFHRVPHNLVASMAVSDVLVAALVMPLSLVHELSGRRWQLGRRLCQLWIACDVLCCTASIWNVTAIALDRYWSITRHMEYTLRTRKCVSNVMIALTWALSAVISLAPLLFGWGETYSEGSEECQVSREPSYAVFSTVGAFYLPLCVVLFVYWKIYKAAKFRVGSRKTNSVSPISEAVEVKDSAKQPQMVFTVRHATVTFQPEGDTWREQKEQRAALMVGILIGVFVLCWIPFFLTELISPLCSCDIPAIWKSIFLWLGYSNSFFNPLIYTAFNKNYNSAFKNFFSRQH
HTR5A ag – HTR5A agonism, opioid heterodimer counter-screen; P47898; HTR5A agonist assay, luminescence, cell-based; activation, % at 9.3 µM; hit rate 0.61% among 340,000; AID 504692; in the data active = activation mostly above about 9.5%, no sharp cut-off; inactive = mostly below about 7.6%;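 also: 0% = cells with vehicle only and 100% = reference agonist; strong numbers were not always called active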
PKA-R1A act – PKA-R1A complex activation | P00514+P68181 | PKA-R1A dissociation, Cy5-IP20 fluorescence polarization; scaled: DMSO 0%, 113 µM cGMP 100% | activation, % at 11.4 µM | hit rate 0.083% among 340,000 | AID 504707;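 active = percent activation above the mean of all tested compounds plus 3 SD, cut at about 19% in these data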;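 also: higher means more PKAc released from R1A so a rise in polarization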
V-ATPase pH – alters yeast V-ATPase proton transport; S. cerevisiae, pHLuorin cytosolic pH fluorescence; AID 504577; hit rate 0.37% among 350,000; response, % at 10 µM; in the data active = response mostly above about 7.3%, no sharp cut-off; inactive = mostly below about 5.4%; also: actives read high; inactives centre near 0; some compounds called inactive have numbers as strong as hits; reference of the scale not given here
PKA-R2B activ – activators of human PKA-R2B complex; PKA-R2B holoenzyme dissociation, Cy5-IP20 fluorescence polarization; R2B truncated from residue 108, S112A mutant; 0% DMSO only, 100% 113 µM cGMP; activation, % at 11.4 µM; hit rate 0.079% among 340,000;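 active = activation above a cutoff set at the mean over all compounds plus 3 SD, cut at about 18% in these data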;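 also: higher means more holoenzyme dissociation and a rise in polarization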
Target sequence (P31323 whole entry, looked up, other chains not shown, the tested form may be a part): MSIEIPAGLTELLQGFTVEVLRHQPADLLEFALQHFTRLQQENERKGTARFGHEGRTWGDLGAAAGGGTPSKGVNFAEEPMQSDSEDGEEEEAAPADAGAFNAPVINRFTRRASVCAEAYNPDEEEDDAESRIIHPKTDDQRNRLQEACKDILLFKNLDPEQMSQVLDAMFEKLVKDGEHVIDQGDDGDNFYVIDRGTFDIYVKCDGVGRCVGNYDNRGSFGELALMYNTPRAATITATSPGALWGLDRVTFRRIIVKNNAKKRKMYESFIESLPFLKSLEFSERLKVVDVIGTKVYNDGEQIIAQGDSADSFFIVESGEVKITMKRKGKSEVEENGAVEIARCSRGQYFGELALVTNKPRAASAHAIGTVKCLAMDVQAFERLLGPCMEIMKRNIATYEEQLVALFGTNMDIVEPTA
OPRM1-OPRD1 ag – OPRM1-OPRD1 heterodimerization agonism. hit rate 0.3% among 340,000. cells, luminescence. activation, % at 9.3 µM. AID 504326; in the data active = activation above about 18%;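 also: 0% = vehicle-treated cells and 100% = reference agonist; values of inactives mirror those of a sister screen read the other way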
Pemphigus Ab inh – human desmoglein-3 autoantibody binding inhibition; binding (percent of control), % at 10 µM; P32926; hit rate 0.48% among 310,000; DSG3-coupled beads, scFv-anti-DSG3-GFP binding, flow cytometry; hits give low values;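 active = binding more than 3 SD below its plate's average and above zero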;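 also: hits lower antibody fragment binding to DSG3; some compounds called inactive have numbers as strong as hits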
Arrestin-AP2 inh – inhibitors of human beta-arrestin and AP2 interaction | AID 504490 | hit rate 0.31% among 340,000 | FITC-arrestin peptide / GST-AP2 beads, flow cytometry; AP2 beta2 appendage carries R879A mutation | inhibition, % at 10 µM;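 active = inhibition above a set limit, near 3 SD of compounds lacking own fluorescence, cut at about 54% in these data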;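 also: plate controls were DMSO wells for no effect and 5 µM unlabelled arrestin peptide for full effect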
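test system = AP2 appendage R879A on GSH beads | buffer or medium = PBS plus Tween 20 (0.05%) and BSA (0.1%) | incubation = 12 min plus 1 h, RT | detection = bead flow cytometry, FITC channel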
* marks the source's active call; other numbers are inactive results; · = no result given.

SMILES	DAGLB inh	OPRM1-OPRD1 inv	HTR5A inv ag	HTR5A ag	PKA-R1A act	V-ATPase pH	PKA-R2B activ	OPRM1-OPRD1 ag	Pemphigus Ab inh	Arrestin-AP2 inh
Cn1c(=O)c2c(ncn2CC(=O)Nc2ccc(N3CCOCC3)cc2)n(C)c1=O	-1	·	·	·	-1	-4	-2	·	·	17
CN(Cc1ccccc1)C(=O)c1ncn(Cc2ccccc2)c1C(=O)N(C)Cc1ccccc1	-1	-9	-29	-5	5	2	2	1.4	101	-3
N#Cc1ccccc1S(=O)(=O)N1CCN(C(=O)c2cn(-c3ccccc3)nc2-c2cccnc2)CC1	0	2	3	-1	0	4	6	-0.4	·	3
C=CCn1c(N)cc(=O)nc1SCC(=O)Nc1cccc2ccccc12	1	9	-36	1	-1	0	4	-1.7	104	-6
COCCN(C(=O)Cn1nnc2ccccc21)C(C(=O)NC1CCCC1)c1ccc(OC)cc1OC (stereo not drawn)	2	-8	-9	-7	-4	-5	-18	1.4	109	3
CCCC(=O)Oc1ccc(C2NC(=O)c3ccccc3O2)cc1 (stereo not drawn)	-4	16	1	0	-3	-1	-6	-3.2	127	52
CC(=O)NCCC(=O)Nc1cccc(S(=O)(=O)N(C)c2ccccc2)c1	-1	14	28	1	-5	7	-13	-2.8	82	3
COc1ccccc1C(=O)NC1CC2CCC(C1)N2Cc1ccccc1 (stereo not drawn)	0	8	-10	4	-4	-5	-1	-1.6	118	11
CN(C)S(=O)(=O)N(CC(=O)N1CCC(Cc2ccccc2)CC1)c1ccccc1	-4	18	6	-2	-8	3	-11	-3.4	96	42
COc1ccc(C2CC(c3cccc(OC)c3)n3nc(N)nc3N2)cc1 (stereo not drawn)	3	11	9	-4	-3	-1	-3	-2.1	114	-2
CC(=O)c1ccc(N2CCN(C(=O)c3ccco3)CC2)c(F)c1	-2	1	13	-5	3	-1	12	-0.3	97	-2
CS(=O)(=O)c1ccc(Cl)c(NC(=O)C2CCCN(C(=O)c3ccc(Cl)cc3)C2)c1 (stereo not drawn)	2	14	1	0	1	0	2	-2.3	95	-3
CCOc1ccc(C(=O)NCC(=O)NNC(=O)C2COc3ccccc3O2)cc1OCC (stereo not drawn)	-1	5	11	-3	8	4	4	-0.9	100	65*
CC(=O)C1=C(c2ccccc2)N(C(C)=O)n2c(C)nnc2S1	-2	86*	5	-2	-4	1	9	-17	99	1
CCC(=O)NNc1nc2c(F)cccc2s1	-1	19	-2	2	-3	-3	-7	-3.8	101	-21
Nc1c(/C=C2/C=CC(=O)C(O)=C2)c(=O)nc2sc(CC(=O)N3CCCC3)nn12	3	6	10	-3	-12	0	-4	-1.2	111	6
CC12CC3CC(C)(C1)CC(CN1CCOCC1)(C3)C2	-6	-13	2	-1	7	0	-1	2.6	110	-1
O=C(CSc1cn(CCNC(=O)c2cccs2)c2ccccc12)NC1CCCCC1	3	-9	-42	4	9	1	0	1.5	110	6
CC(C)NC(=O)N(C)C[C@H]1Oc2ccc(NC(=O)Nc3ccc(C(F)(F)F)cc3)cc2C(=O)N([C@H](C)CO)C[C@@H]1C	-1	1	17	-7	15	1	2	-0.2	109	11
CCn1c(CNC(=O)c2ccccc2F)cc2ccccc21	-3	12	5	-1	9	-6	10	-2.4	119	-7
CCOC(=O)C/C(C)=N\Nc1nc(-c2ccccc2)cs1	7	-16	-14	5	0	2	-14	3.0	92	-18
Cc1cc(NC(=O)CSC2=NCCS2)no1	3	4	8	0	-2	-7	-1	-0.8	89	-7
CC(=NCCc1c(C)[nH]c2ccc(C)cc12)C1=C(O)CC(c2ccccc2)CC1=O (stereo not drawn)	-2	-2	9	-5	-8	-1	-7	0.3	114	7
CC(C)c1ccc(C2NC(=S)NC3=C2C(=O)CC(C)(C)C3)cc1 (stereo not drawn)	3	14	4	-1	-3	0	-1	-2.7	95	10
NS(=O)(=O)c1ccc(CCNC(=O)c2cncc(Br)c2)cc1	2	6	10	0	-6	-1	-19	-1.1	104	0

An excerpt from above with just OPRM1-OPRD1 inv and PKA-R2B activ.
smiles | OPRM1-OPRD1 inv | PKA-R2B activ
CCC(=O)NNc1nc2c(F)cccc2s1 | 19 | -7
CN(Cc1ccccc1)C(=O)c1ncn(Cc2ccccc2)c1C(=O)N(C)Cc1ccccc1 | -9 | 2

Returning to the listing, repeating the four entries before the break.
SMILES	DAGLB inh	OPRM1-OPRD1 inv	HTR5A inv ag	HTR5A ag	PKA-R1A act	V-ATPase pH	PKA-R2B activ	OPRM1-OPRD1 ag	Pemphigus Ab inh	Arrestin-AP2 inh
Cc1cc(NC(=O)CSC2=NCCS2)no1	3	4	8	0	-2	-7	-1	-0.8	89	-7
CC(=NCCc1c(C)[nH]c2ccc(C)cc12)C1=C(O)CC(c2ccccc2)CC1=O (stereo not drawn)	-2	-2	9	-5	-8	-1	-7	0.3	114	7
CC(C)c1ccc(C2NC(=S)NC3=C2C(=O)CC(C)(C)C3)cc1 (stereo not drawn)	3	14	4	-1	-3	0	-1	-2.7	95	10
NS(=O)(=O)c1ccc(CCNC(=O)c2cncc(Br)c2)cc1	2	6	10	0	-6	-1	-19	-1.1	104	0
c1ccc(-c2onc3cc4c(cc23)OCCO4)cc1	-6	-19	-9	2	3	1	-9	3.3	97	9
CC(=O)Oc1ccccc1N1C(=O)c2ccc(C(=O)O)cc2C1=O	5	-5	12	0	-5	-3	-2	1.0	·	10
COc1ccc(S(=O)(=O)N2CCN(Cc3cccs3)CC2)cc1OC	-1	-6	10	-3	-3	0	-4	1.5	97	6
Cc1cc(OC(C)C(=O)Nc2ccc(S(=O)(=O)Nc3onc(C)c3C)cc2)cc(C)c1Cl (stereo not drawn)	7	9	-9	3	-9	-1	-4	-2.2	111	-9
CC(=O)OC(C(=O)NC1CCCCC1)c1ccccc1Cl (stereo not drawn)	-4	13	6	-2	7	2	2	-2.3	102	32
CN1CCN(Cc2ccc(-c3ccc(Cl)cc3)o2)CC1	-4	-4	-9	-1	0	1	-1	0.7	98	3
Cc1nc(Nc2cccc(O)c2)c2oc3ccccc3c2n1	-4	-2	-5	2	-1	-1	2	0.4	106	39
CN1CCN(c2ccc(CNC(=O)c3ccco3)cc2)CC1	1	16	-19	7	11	1	4	-3.2	·	-3
Cc1cc(C)c(NC(=O)C2CSCCS2)c(C)c1 (stereo not drawn)	-1	1	-14	2	-4	-1	-5	-0.2	108	8
O=C(NNc1c(Cl)cccc1Cl)c1cccs1	-2	5	0	-3	4	8	8	-1.1	107	1
O=C(NC(Cc1ccccc1)C(=O)O)/C(=C/c1ccc(Cl)cc1)NC(=O)c1ccco1 (stereo not drawn)	1	19	6	-2	-4	1	-7	-3.6	112	-5
COc1ccc(C(=O)NCC(=O)N/N=C/C(C)=C/c2ccccc2)cc1OC	2	12	18	2	0	-4	-5	-2.4	·	21
Cc1cccc(C)c1NC(=O)CN(C)C(=O)C1CCCCC1	1	10	5	-2	1	0	-8	-2.4	100	20
COc1ccc(Cl)cc1NC(=O)c1cc(S(=O)(=O)N2CCCC2)cn1C	-3	-2	-16	2	1	6	5	0.3	99	8
Cc1ccc(N/N=C(\C#N)C(N)=S)cc1C	5	14	6	7	-6	0	0	-2.7	94	5
Cc1cccc(NC(=O)COC(=O)c2cccs2)c1C	-4	16	-30	-1	5	-4	-6	-3.1	105	21
NS(=O)(=O)c1ccc(CNC(=O)c2ccccn2)cc1	-2	6	-13	6	-6	-1	-8	-1.2	103	10
COc1ccc(Cn2cnc([N+](=O)[O-])c2)cc1[N+](=O)[O-]	-2	16	6	-3	3	-2	-2	-3.0	93	13
CN(C(=O)C1CCC(=O)N(Cc2cccc(F)c2)C1)C1CCCCC1 (stereo not drawn)	2	0	-36	0	6	-2	-14	-0.1	106	-8
O=C(C1CCCN(c2nnc(-n3cccc3)s2)C1)N1CCN(c2ccccc2)CC1 (stereo not drawn)	14	2	12	-5	-3	-4	3	-0.4	96	-7
CCOc1ccccc1NC(=S)N(CCCN1CCOCC1)Cc1cn(C)c2ccccc12	-1	5	11	2	7	-6	-2	-0.9	98	4
Cc1noc(C)c1C(=O)N1CCN(c2ncccn2)CC1	0	-6	0	3	3	2	0	1.1	94	-1
O=S(=O)(c1ccccc1)N1CCN(Cc2c(O)ccc3ccccc23)CC1	-2	-10	9	6	7	2	6	2.7	·	34
CC1=CN2C(=N)/C(=C/c3ccco3)C(=O)N=C2S1	0	5	14	-2	-2	-3	-2	-0.9	105	4
N#CCCN1CCN(S(=O)(=O)c2cc(Cl)ccc2Cl)CC1	1	4	-17	2	12	-2	-5	-0.9	80	-17

Of the compounds above, these have a COOH group:
SMILES	DAGLB inh	OPRM1-OPRD1 inv	HTR5A inv ag	HTR5A ag	PKA-R1A act	V-ATPase pH	PKA-R2B activ	OPRM1-OPRD1 ag	Pemphigus Ab inh	Arrestin-AP2 inh
CC(=O)Oc1ccccc1N1C(=O)c2ccc(C(=O)O)cc2C1=O	5	-5	12	0	-5	-3	-2	1.0	·	10
O=C(NC(Cc1ccccc1)C(=O)O)/C(=C/c1ccc(Cl)cc1)NC(=O)c1ccco1 (stereo not drawn)	1	19	6	-2	-4	1	-7	-3.6	112	-5
